RBBP9 inhibitor = inhibitors of human serine hydrolase RBBP9; O75884; recombinant RBBP9, FP-Rh probe fluorescence polarization; inhibition, % at 7.94 µM; hit rate 0.2% among 220,000; AID 1515;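 active means inhibition above the campaign mean of all tested compounds plus 3 SD, cut at about 14% in these data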;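 further: plate controls were DMSO wells with RBBP9 for no effect and wells lacking RBBP9 protein for full effect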
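Test system: recombinant human RBBP9. Quantity: 2.5 µM RBBP9 dispensing solution, before mixing. Detection: FP readout at 525/598 nm. Reagent: Serine-hydrolase probe FP-Rh, 375 nM pre-mixing. Measure: % inhibition. Control set: DMSO-treated enzyme wells and wells lacking RBBP9. Buffer or medium: Tris-NaCl-Pluronic buffer, pH 8.0. Times: preincubation 30 min plus labeling 45 min at 25 °C.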
Hck Nef HTS = blocks Nef-activated human Hck kinase; P08631; Recombinant Hck-YEEI plus Nef, Z-Lyte FRET kinase assay; hit rate 0.68% among 220,000; inhibition, % at 20 µM; AID 463187;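 active means Hck-Nef kinase inhibition above about 50%, limit read from the data; inactive means inhibition below that limit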;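 further: 0% = DMSO with Hck plus Nef and 100% = Hck alone without Nef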
p97 inhibitor = inhibitors of human p97 ATPase; recombinant p97 ATPase, Kinase-Glo ATP luminescence, 3 h; P55072; hit rate 0.42% among 220,000; inhibition, % at 8 µM; AID 1481; in the data active means inhibition above about 15%;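 further: 0% = DMSO vehicle and 100% = wells lacking enzyme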
MDM2 E3 inh = blocks human Mdm2 ubiquitin ligase activity; hit rate 0.11% among 210,000; AID 1230; signal enhancement, % at 5 µM; cell-based MDM2 ubiquitination luciferase reporter, 2 h; 0 = plate control, 100 = twice control, blank-subtracted;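 active means signal enhancement of 30% or more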;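 further: luminescence tracks abundance of the self-degrading MDM2-luciferase fusion protein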
Target sequence (Q00987 whole entry, looked up, the tested form may be a part): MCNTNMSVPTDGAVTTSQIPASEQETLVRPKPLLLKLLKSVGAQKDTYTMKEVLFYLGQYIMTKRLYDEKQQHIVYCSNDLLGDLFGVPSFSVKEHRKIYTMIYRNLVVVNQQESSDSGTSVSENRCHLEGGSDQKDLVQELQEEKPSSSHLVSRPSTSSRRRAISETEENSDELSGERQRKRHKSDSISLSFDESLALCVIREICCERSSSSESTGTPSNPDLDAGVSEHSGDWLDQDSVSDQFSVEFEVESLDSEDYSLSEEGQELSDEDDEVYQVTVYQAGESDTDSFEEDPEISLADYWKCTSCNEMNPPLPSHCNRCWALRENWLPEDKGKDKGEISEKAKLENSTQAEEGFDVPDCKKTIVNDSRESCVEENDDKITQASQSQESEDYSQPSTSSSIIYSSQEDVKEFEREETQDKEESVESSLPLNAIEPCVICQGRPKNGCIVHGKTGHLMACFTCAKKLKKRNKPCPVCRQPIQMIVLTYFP
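Material: stable MDM2–luciferase fusion reporter cells / Quantity: 2000 cells/well / Dosing: single 5 µM compound dose, 0.2% final DMSO / Buffer or medium: DMEM / Schedule: 4 h cell settling then 2 h compound exposure, 37 °C / Detection: luminescence with SteadyLite reagent, 15 min at room temperature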
NPY2 pot ag = human NPY-Y2 potentiation or agonism, primary screen; hit rate 0.45% among 220,000; AID 1359; activation, % at 3.6 µM; cells expressing NPY-Y2, potentiator/agonist read-out; in the data active means activation above about 27%;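 further: cells stimulated with NPY near EC25 plus isoproterenol at EC100; 0% = vehicle plus submaximal agonist and 100% = vehicle plus saturating agonist; some results beyond the cut were filed as inactive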
Runt-CBFb FRET = blocks binding of human RUNX1 Runt domain to CBFb; Q01196+Q13951; inhibition, % at 20 µM; Cerulean-Runt/Venus-CBFb FRET ratio 530/480, 1 h; hit rate 0.46% among 220,000;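 active means inhibition over about 50% at 20 µM in the single-dose screen, limit read from the data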;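 further: 0% = DMSO wells and 100% = excess unlabeled CBFb competitor control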
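Reagent – Venus-CBFb binding partner, 100 nM · Assay system – Cerulean-tagged RUNX1 Runt domain (FRET donor) fusion protein · Input – 100 nM per protein · Incubation – two 1 h room-temperature incubations shielded from light · Measured by – FRET fluorescence · Medium – Tris buffer pH 7.5 with salts and BSA · Benchmarks – unlabeled CBFb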
NPY-Y1 antag = antagonists of human neuropeptide Y receptor Y1 | P25929 | HEK293-CNG Y1 cells, membrane potential fluorescence; NPY at EC95, then isoproterenol | inhibition, % at 3.6 µM | hit rate 1% among 200,000 | AID 1040;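 active means inhibition above the campaign mean inhibition of all tested compounds plus 3 SD, cut at about 20% in these data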;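 further: 0% = DMSO wells given NPY plus isoproterenol and 100% = isoproterenol alone without NPY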
Target sequence (P25929 whole entry, looked up): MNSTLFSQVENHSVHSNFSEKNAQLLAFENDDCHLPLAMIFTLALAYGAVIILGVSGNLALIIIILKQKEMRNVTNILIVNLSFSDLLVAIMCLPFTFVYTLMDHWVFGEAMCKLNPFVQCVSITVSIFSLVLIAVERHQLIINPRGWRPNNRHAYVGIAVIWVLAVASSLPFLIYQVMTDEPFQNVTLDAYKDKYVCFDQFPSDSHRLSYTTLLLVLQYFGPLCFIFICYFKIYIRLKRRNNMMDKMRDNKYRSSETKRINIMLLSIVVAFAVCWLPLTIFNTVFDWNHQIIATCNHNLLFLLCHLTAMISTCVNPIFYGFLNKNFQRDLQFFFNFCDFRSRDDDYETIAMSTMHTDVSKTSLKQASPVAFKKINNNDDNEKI
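Material: HEK293 Y1/CNG channel cell line; also added: NPY (25 nM), isoproterenol (1 µM), Ro 20-1724 (25 µM); doses: one concentration, 3.6 µM, in 0.4% DMSO; schedule: compound incubation 1 h at room temperature, readout 45 min post-stimulation; technique: membrane potential fluorescence; measure: fluorescence ratio normalized to % inhibition between controls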
Runt-SMMHC FRET = blocks binding of human RUNX1 Runt domain to CBFb-SMMHC; Cerulean-Runt/Venus-CBFb-SMMHC FRET ratio 530/480, 1 h; inhibition, % at 20 µM; hit rate 0.74% among 220,000;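 active means mean inhibition across duplicate retests at 20 µM reaching about 50%, limit read from the data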;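 further: 0% = DMSO wells and 100% = wells with excess untagged CBFb-SMMHC; inhibitors lower the FRET ratio by blocking Runt binding to CBFb-SMMHC; some results filed as inactive read as strong as hits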
NPY-Y1 PAM-ag = potentiators or agonists of human neuropeptide Y receptor Y1 | activation, % at 3.6 µM | P25929 | AID 1304 | NPY-Y1 expressing cells, potentiator/agonist activation | hit rate 0.37% among 220,000; in the data active means activation above about 33%, passing the limit was not always enough;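 further: cells stimulated with NPY at EC10 then isoproterenol at EC100; 0% = low agonist plus stimulus and 100% = saturating agonist plus stimulus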
Active calls of the source: *; . = not tested or not shown.

SMILES	RBBP9 inhibitor	Hck Nef HTS	p97 inhibitor	MDM2 E3 inh	NPY2 pot ag	Runt-CBFb FRET	NPY-Y1 antag	Runt-SMMHC FRET	NPY-Y1 PAM-ag
CCN(CC(O)COCc1ccc(Cl)cc1)C1CCCCC1 (centres undefined)	-1.1	25.7	3.2	-23.5	-4.7	1.6	5.9	1.2	-1.1
Cc1ccc(C2CCN(C(=S)Nc3cccc(Cl)c3)C2)cc1 (centres undefined)	-12.2	1.2	-3.4	-19.5	-6.7	1.6	11.4	1.2	0.1
COc1ccc(OCCOc2ccc(C)nc2[N+](=O)[O-])cc1	-5.6	7.3	-1.9	-13.5	-12.5	-0.3	4.0	0.7	-37.3
CCCN(CCC)S(=O)(=O)c1ccc(C(=O)Nc2ccc(OCC(=O)N3CCOCC3)cc2)cc1	-4.8	-0.2	-4.3	-26.2	-3.8	0.8	2.0	0.9	13.2
O=C(O)C1CCCCC1C(=O)Nc1ccc2c(c1)CCC2 (centres undefined)	-4.4	0.0	-1.3	-5.0	-9.9	1.0	-1.5	-0.2	-24.9
CCOc1ccc(C(C)=O)cc1Cc1c(O)nc(N)[nH]c1=O	-3.7	-0.9	-5.2	-12.5	-6.1	-0.5	5.5	2.9	-9.5
CCN(CC)c1ccc2cc(C(=O)O)c(=O)oc2c1	5.7	178.5*	3.1	-12.2	-7.7	19.3	10.0	77.6*	-3.5
CC1CCN(c2cc(=O)n(C3CCCCC3)c(=O)[nH]2)CC1	-1.4	1.4	4.8	-1.8	10.6	0.6	2.5	-0.5	2.8
CCOc1ccccc1N1CCN(Cc2cnc(-c3ccccc3)[nH]2)CC1	-2.4	17.6	-2.9	-3.7	-29.9	0.9	.	-0.6	1.0
Cc1ccc(C(=O)N/C(=C\c2ccc(Cl)cc2)C(=O)NCCCN2CCOCC2)cc1	4.6	2.3	3.4	-50.6	-5.9	-0.9	8.4	-0.9	-54.8
CSC1CCCCC1(O)CSc1nc2c(cc1C#N)CCCC2 (centres undefined)	-8.9	0.6	0.6	-14.3	-1.8	14.8	8.1	4.6	1.1
Cc1ccc(S(=O)(=O)/N=C(/NC(=S)Nc2cccc(C)c2)c2ccccc2)cc1	-7.2	-20.1	-0.1	-15.5	-14.2	2.0	-1.7	-5.5	-14.0
CCCOC(=O)CC1C(=O)NCCN1Cc1ccccc1C (centres undefined)	-8.1	1.2	-4.3	.	4.8	.	-1.6	.	-7.5
Cc1c(Cl)cccc1NC(=S)N1CCN(c2ccccn2)CC1	2.9	17.0	6.4	16.6	-3.8	-1.5	-2.4	-2.9	22.6
N/C(Cc1ccc(Cl)c(Cl)c1)=N\OC(=O)c1cccs1	-3.1	-1.3	-0.5	14.0	14.8	1.2	-0.9	-2.7	-15.6
O=C(NC1CCCCC1)c1c2c(nc3ccccc13)CCC2	-2.9	25.7	-1.8	-9.9	-12.3	2.2	6.7	-4.0	-15.1
ClC1(Cl)CC1CSc1ncn[nH]1 (centres undefined)	2.6	12.7	-4.4	-87.1	-6.9	-1.1	3.1	-3.2	-0.1
CC(C)Cn1c(SCC(=O)N2CCN(S(=O)(=O)c3ccccc3)CC2)nc2ccccc21	-8.8	4.0	0.1	-8.8	15.7	-3.8	-5.2	-7.7	-8.0
CC(C)OCCCNS(=O)(=O)c1ccc2c(c1)oc(=O)n2C	-1.0	0.1	-6.2	-13.6	-11.1	0.6	2.8	-2.8	-4.8
CCCc1cc(C(=O)OC)c(NC(=O)CCC(=O)O)s1	-3.1	3.6	1.4	-3.9	-3.7	1.8	3.9	-0.6	-0.7
COc1ccc(NC(=O)N2CCC(n3cnc4ccccc43)CC2)cc1	-6.1	11.9	0.9	-13.9	-5.6	-0.3	-4.5	-7.4	16.7
CCN(CC(=O)NCCc1ccc(S(N)(=O)=O)cc1)Cc1nc2ccccc2c(=O)[nH]1	-5.4	0.1	1.1	-53.8	-1.1	-2.0	-0.2	1.5	-2.1
Brc1ccccc1-c1csnn1	-2.3	2.1	1.9	5.3	1.6	-1.6	11.0	2.7	9.8
COC(=O)CNC(c1ccccc1)c1cc(Br)ccc1NS(=O)(=O)c1ccccc1 (centres undefined)	-8.3	0.7	-5.0	-1.7	-2.6	1.0	26.7*	0.8	-31.0
O=C(CNC(=O)c1ccco1)OCc1ccc(Cl)cc1	-6.5	-0.3	1.3	-9.5	4.3	1.0	-1.0	-1.3	-5.6
CNc1c([N+](=O)[O-])cnn1-c1ccc(F)cc1	0.6	-9.8	-1.4	-14.8	-16.1	-0.3	3.1	-1.8	-14.8
CC(C)(C)N(Cc1ccccc1)C(=O)COC(=O)c1cccc([N+](=O)[O-])c1	-1.1	-4.9	0.4	-5.1	-0.7	0.1	-1.5	0.3	8.1
COc1cc(C(=O)O)nc2ccc([N+](=O)[O-])cc12	-0.9	-8.5	-2.5	-11.0	3.1	25.8	1.8	17.0	-5.0
CCC(C(=O)N1CCOCC1)n1c(C(=O)OC)cc2occc21 (centres undefined)	-2.9	1.1	1.1	-9.1	1.8	2.1	8.6	9.4	8.2
Cc1ccc(S(=O)(=O)NCCN2CCNC2=O)cc1	-4.3	27.5	4.7	-6.1	11.0	3.1	.	-2.7	43.1
Cc1cccc(NC(=S)NCc2cccs2)c1	-3.8	-4.4	-1.9	.	-16.2	0.4	0.4	-5.9	-8.1
COc1ccc(N2C(=O)C3CCCN3C2c2cccc(F)c2)cc1Cl (centres undefined)	-4.4	0.7	1.8	-3.3	-6.3	-0.9	0.3	-0.3	-1.5
CCCNc1nc2c(c(=O)[nH]c(=O)n2C)n1Cc1ccc(F)cc1	-6.9	-2.0	0.3	-8.8	-2.9	1.2	1.3	-1.2	-2.4
CCOC(=O)c1ccc2nc(C)c(C)nc2c1	-0.1	16.6	5.2	-5.5	-13.4	1.6	.	0.3	5.2
N#CCCn1cc(C(=O)Nc2ccc(C(=O)O)cc2)c(-c2cc3ccccc3o2)n1	-4.5	-2.3	-2.6	-9.4	1.1	0.7	0.8	1.0	-14.8
COc1ccc(C2=NOC(C(=O)NCc3ccccn3)C2)cc1OC (centres undefined)	-8.0	0.2	1.0	-18.6	6.4	-1.2	5.6	4.8	-1.6
CCC(NC(=O)NCc1cccnc1)(C(F)(F)F)C(F)(F)F	1.7	0.9	9.0	-2.5	6.2	0.0	-1.6	4.1	-12.8
Cc1ccc(CNC(=O)C2CC(=O)N(CCC(C)C)C2)cc1 (centres undefined)	1.1	21.6	0.1	-26.0	-11.6	1.1	-2.9	1.1	-9.4
CN1C(=O)/C(=C\c2cc(N=Nc3ccccc3)ccc2O)SC1=S	-6.1	1.7	0.3	-12.4	2.8	-3.1	2.6	-6.1	-10.8
CC(C)COC(=O)c1cc(-c2ccc(/C=N/n3cnnc3)o2)ccc1Cl	0.8	2.2	4.5	-10.5	10.7	-2.4	0.5	-0.3	12.4
N#Cc1c(SCc2ccccc2)nc(N2CCOCC2)c2c1CCCC2	-10.8	-0.7	-3.4	-13.2	-11.6	1.1	2.6	-3.9	-27.7
COc1ccc(NC(=O)CSc2nc3[nH]ncc3c(=O)n2-c2ccccc2C)cc1OC	-7.3	-0.1	-3.6	-3.4	9.5	-3.4	4.1	4.0	-14.4
Cc1ccc(-n2c(C)nnc2SCC(=O)N2CCc3ccccc3C2)cc1C	-6.1	-0.5	-0.9	7.0	0.3	-1.1	-0.1	-4.3	23.2
CC1=C(C(=O)N2CCOCC2)C(c2ccc(C)cc2)NC(=S)N1 (centres undefined)	-0.8	-0.8	1.6	0.7	3.2	1.6	7.0	-1.7	-16.7
COc1ccc(CCNC(=O)COC(=O)c2cnc(C)cn2)cc1OC	-1.2	3.2	6.2	30.7*	2.4	1.2	-2.6	-0.5	-10.0
COc1ccc(NC(=O)CSc2ccccc2)cn1	-4.5	21.4	6.1	-7.7	0.1	0.0	3.5	-2.5	5.2
CCCOC(=O)Nc1c(C)cccc1C(C)C	-7.7	-8.7	4.6	-11.2	-14.6	0.4	4.1	1.5	-8.1
CCOC(=O)N1CCC(N(CCOC)C(=O)Nc2ccc(CC)cc2)CC1	-1.9	-3.8	1.4	-11.4	4.9	0.7	3.0	-2.9	-0.8
CCCC(c1nnnn1CS(=O)(=O)c1ccc(C)cc1)N1CCN(CC)CC1 (centres undefined)	-7.1	14.1	-10.5	-1.7	-4.1	1.8	-4.8	-4.3	15.0
C=CCNC(=O)C1CC(=O)N(c2ccc(OCC(=O)Nc3ccc(Cl)c(C(F)(F)F)c3)cc2)C1 (centres undefined)	-0.4	-2.0	-4.7	-23.2	4.6	0.7	1.9	-1.7	3.8
COc1ccc(C(=O)CSc2ccc(-c3ccc(C)cc3)nn2)cc1	-1.9	2.4	3.9	-9.9	3.6	2.4	25.4*	-3.0	-4.6
COc1cc(C(=O)Nc2ccccc2-c2nnn(CC(N)=O)n2)cc(OC)c1OC	-7.2	-0.1	-2.3	5.2	-3.7	-3.1	2.8	-0.1	2.1
N#CC1=C(N)Oc2n[nH]c(-c3ccccc3)c2C1c1ccsc1 (centres undefined)	-2.8	-6.2	-1.2	6.4	-26.2	1.0	36.3*	-3.4	-16.9
O=C(C1CC=CCC1)N1CCC(CO)(Cc2ccc(Cl)cc2)CC1 (centres undefined)	1.8	9.9	0.5	-5.8	-13.8	-2.8	-2.8	0.8	-16.5
COc1ccc(CNc2nc(NCc3ccc(OC)cc3)n(C(=O)c3ccccc3[N+](=O)[O-])n2)cc1	-2.5	0.3	4.0	-29.9	4.0	14.9	0.3	11.7	-6.2
CCCn1c(SCC(=O)NCCc2ccccc2)nnc1-c1ccccn1	-2.0	-1.5	-3.8	8.0	5.3	0.4	-8.2	-1.2	-7.9

Compound activity from PubChem.

Compounds were not picked by outcome (roughly 3.5% active in at least one column).
